LYP phosphatase: inhibitors of LYP phosphatase, biochemical, fluorescence intensity, uHTS (AID 1779); recombinant LYP phosphatase, fluorescence intensity; higher % means a stronger effect; inhibition, % at 11.5 µM, or IC50 in µM where a hit was titrated; hit rate 0.054% among 290,000;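 note: plate controls were vehicle with enzyme for no effect and no enzyme for full effect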
human PMI inhibitors: human PMI inhibitors, high substrate, primary screen, biochemical, fluorescence intensity, high mannose 6-phosphate (AID 1220); recombinant PMI enzyme, coupled fluorescence intensity; higher % means a stronger effect; inhibition, % at 20 µM, or IC50 in µM where a hit was titrated; hit rate 0.66% among 190,000
XIAP displacement: XIAP antagonists, biochemical, IAP family, fluorescence polarization (AID 1018); hit rate 0.007% among 200,000; displacement, % at 20 µM, or IC50 in µM where a hit was titrated; XIAP BIR domain, fluorescence polarization peptide displacement; higher % means a stronger effect; in the data active = displacement above about 50%; note: a part of the inactive calls stands beside numbers as strong as those of hits
M17LAP inhibition: P. falciparum M17LAP inhibitors, primary screen, biochemical, fluorogenic H-Leu-NHMec substrate, 1536-well (AID 1619); inhibition, % at 30 µM; hits with a dose series show IC50 in µM; hit rate 0.38% among 220,000; recombinant M17LAP, H-Leu-NHMec fluorogenic kinetic assay; higher % means a stronger effect;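 active = compound inhibiting the enzyme by more than half at any dose during confirmatory dose-response retesting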;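 note: plate controls were full reaction with DMSO carrier for no effect and no enzyme background for full effect; strong numbers were not always called active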
human PMI inhibition: inhibitors of human PMI, primary screen, biochemical, fluorescence intensity, coupled assay (AID 1209). purified PMI enzyme, coupled fluorescence intensity; higher % means a stronger effect. hit rate 0.42% among 190,000. inhibition, % at 20 µM, or IC50 in µM where a hit was titrated;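 note: plate controls were DMSO vehicle for no effect and wells lacking substrate for full effect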
TNAP activators: human TNAP enzyme activators, primary screen, biochemical, luminescent, no phosphate acceptor, uHTS (AID 1001); purified TNAP, luminescent activation assay, no phosphate acceptor; higher activation fold means a stronger effect; activation fold at 20 µM, or EC50 in µM where a hit was titrated; hit rate 0.03% among 200,000; in the data active = activation fold from about 3, or a potency from the dose series; inactive = the rest, 99 in 100 with activation fold below about 1.6; note: many of its hits are not listed in these tables
Yfh1-off respiration: enhancers of respiration in Yfh1-depleted yeast, dose response, Friedreich's ataxia, plus single-dose screen (AID 1465); S. cerevisiae Yfh1-off respiration, WST-1 reduction, 72 h; higher fold induction means a stronger effect; hit rate 0.074% among 220,000; one-dose fold induction at 50 µM; EC50 in µM for titrated hits;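 active = fold induction of absorbance versus untreated yeast above a set limit, then at least 30% activation at any dose in follow-up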;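 note: activators that raise dye reduction in frataxin-depleted yeast; strong numbers were not always called active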
WT yeast gro inh: growth inhibition of WT yeast, mitochondrial fusion screen; hit rate 2.1% among 190,000; inhibition, % at 10 µM; mitochondrial fusion phenotypic screen, WT strain; AID 1362; in the data active = inhibition above about 58%; tested in S. cerevisiae
M1AAP inhibition: malaria alanyl aminopeptidase activity blockers – biochemical, fluorogenic H-Leu-NHMec substrate, 1536-well (AID 1445); inhibition, % at 30 µM; hits with a dose series show IC50 in µM; hit rate 0.42% among 220,000; recombinant M1AAP, H-Leu-NHMec fluorogenic kinetic assay; higher % means a stronger effect;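 active = primary inhibition above the hit cutoff, then over 50% inhibition at one or more dose response concentrations, cut at about 23% in these data, passing the limit was not always enough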;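 note: plate controls were DMSO full reaction for no effect and no enzyme background for full effect; strong numbers were not always called active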
WT yeast gro inh mutant strain: second read-out of WT yeast gro inh, no call of its own (marks repeat the call); inhibition, %; mitochondrial fusion phenotypic screen, mutant strain inhibition
* = called active by the depositor; i = inactive; · = no result given. Cut-off read from the data, not from the text of the source, unless noted: active = inhibition above about 50%; inactive = the rest.

cpd	mol	LYP phosphatase	human PMI inhibitors	XIAP displacement	M17LAP inhibition	human PMI inhibition
1	N#Cc1nc(-c2ccccc2F)oc1NCCc1ccccc1	-8%	5%	-1.5%	3%	10%
2	C1=CC2CC1CC2CN1CCN(Cc2ccccc2)CC1 (stereo not given)	-4%	-24%	-3.8%	19%	-8%
3	COc1cccc(/C=N\NC(=O)Cn2nnc3ccccc32)c1O	-6%	-25%	-5.6%	30%	-10%
4	CN(C)CCOc1cccc(Br)c1	-6%	-7%	-6.1%	-4%	-7%
5	CC(C)[C@H](NC(=O)OC(C)(C)C)C(=O)N/N=C/c1cccc2nccnc12	-7%	-19%	-4.9%	19%	-17%
6	O=C(COC(=O)c1ccc(S(=O)(=O)Nc2ccccc2)cc1)NC1CCCC1	-5%	15%	-4.6%	1%	9%
7	c1ccc(Cc2ccc(OCCCNC3CCCC3)cc2)cc1	1%	9%	-6.1%	-8%	10%
8	CCOc1ccc(-n2c(Cc3cc(=O)[nH]c(=O)[nH]3)nnc2SCc2cccnc2)cc1	-8%	0%	-0.5%	6%	0%
9	N#Cc1cnn(-c2cccc(Cl)c2)c1N	-6%	0%	-9.1%	0%	-4%
10	O=C(O)c1ccc(N/N=C/c2cccc3cccnc23)cc1	0%	·	·	-6%	·
11	CCOC(=O)C1=C(C(F)(F)F)Nc2ncnn2C1c1cc(OC)ccc1OC (stereo not given)	-11%	-14%	-0.4%	-5%	-13%
12	CCCCn1nc(C(=O)O)ccc1=O	1%	8%	-4.4%	1%	7%
13	O=C(/C=C/c1ccc(-c2ccc(F)cc2)o1)N1CCCC1	-4%	-4%	-4.3%	-4%	-17%
14	COc1ccc2c(c1OC)C(=O)OC2Nc1nc(-c2cccc([N+](=O)[O-])c2)cs1 (stereo not given)	-4%	·	·	11%	·
15	C=CCN(CC=C)S(=O)(=O)c1ccc(NC(=S)NC(=O)Cc2ccc(OC)cc2)cc1	5%	6%	-1.5%	4%	12%

cpd	TNAP activators	Yfh1-off respiration	WT yeast gro inh	WT yeast gro inh mutant strain	M1AAP inhibition
1	1.1	i	56	-1	9%
2	1	i	-15	9	-5%
3	1.3	i	-12	11	1%
4	1.1	i	12	-5	-3%
5	1	i	-9	-5	3%
6	1.1	i	-1	-12	4%
7	1.2	i	47	59	-1%
8	1.1	·	2	3	11%
9	1.1	i	17	14	5%
10	·	i	·	·	-8%
11	1.1	i	-12	-24	1%
12	1	i	-5	-37	-6%
13	1.1	i	11	18	6%
14	·	i	·	·	8%
15	1	i	25	26	2%

(listing goes on)
cpd	mol	LYP phosphatase	human PMI inhibitors	XIAP displacement	M17LAP inhibition	human PMI inhibition
16	O=c1c2ccccc2nc(SCc2nnc(-c3ccccc3)o2)n1-c1ccccc1	7%	20%	-11%	·	14%
17	COC(=O)c1ccc2c(c1)NC(=O)C(N(CC(C)C)CC(C)C)S2 (stereo not given)	-2%	·	·	13%	·
18	Cc1ccc(N(C(=O)c2ccco2)C2C=CS(=O)(=O)C2)cc1 (stereo not given)	-4%	4%	-9.7%	-12%	6%
19	CCN1C(=O)/C(=C\N2CCN(c3ccc(F)cc3)CC2)SC1=S	2%	-5%	-5.6%	4%	0%
20	CCOC(=O)C(=O)N(Nc1ccc(C)cc1)c1ccc(C)cc1	-9%	·	·	5%	·
21	Cc1nc([N+](=O)[O-])c(C(=O)O)n1C	-5%	-16%	-5.7%	4%	-27%
22	CCOc1ccc(N2C(=O)CSC2c2ccncc2)cc1 (stereo not given)	-8%	5%	-10%	41%	5%
23	CCO[C@@H]1OC(C(=O)NC2CC2)=C[C@H](c2ccc(C(F)(F)F)cc2)[C@H]1CCCO	-7%	2%	-3.8%	1%	3%
24	COc1ccc(CCC(=O)NNC(=S)Nc2cccc(C(C)=O)c2)cc1	5%	-6%	0.0%	2%	1%
25	O=C(NC1CCCCC1)c1nn2c(C(F)(F)F)cc(-c3ccco3)nc2c1Br	-4%	-3%	-3.1%	-1%	13%
26	CCOCCCn1c(=O)c(NC(=O)c2ccc(OCC)cc2)c2n(c1=S)CCCCC2	-2%	-4%	-4.8%	10%	-2%
27	CCN(CC)C(=O)CN(c1cc(Cl)ccc1OC)S(=O)(=O)c1ccc(C)c([N+](=O)[O-])c1	2%	6%	-4.5%	16%	15%
28	CCOC(=O)c1c(C)nc2sc3c(=O)n(-c4ccc(OC)cc4)cnc3c2c1-c1ccc(OC)cc1	2%	-4%	-2.2%	6%	10%
29	CC(C)(C)OC(=O)N/N=C/c1ccc(N2CCOCC2)s1	-4%	10%	1.2%	-9%	8%
30	CCOC(=O)c1[nH]c(C)c(C(=O)Nc2ccc(Cl)cc2)c1C	-6%	15%	-3.3%	8%	12%

cpd	TNAP activators	Yfh1-off respiration	WT yeast gro inh	WT yeast gro inh mutant strain	M1AAP inhibition
16	1	i	-12	-17	·
17	·	i	·	·	3%
18	1	i	14	-1	-2%
19	1	i	5	-8	-3%
20	·	i	·	·	-5%
21	1	i	-17	0	8%
22	1.1	i	-2	2	10%
23	1.1	i	12	-1	-3%
24	2.2	i	1	1	-6%
25	1	i	18	17	4%
26	1.2	i	-10	0	7%
27	1.1	i	6	0	5%
28	1	i	12	4	-2%
29	1.1	i	-6	-2	15%
30	1.1	i	13	-4	5%

Next part:
cpd	mol	LYP phosphatase	human PMI inhibitors	XIAP displacement	M17LAP inhibition	human PMI inhibition
31	COc1ccc(-c2c(C)n([O-])c(C)c(-c3ccccc3)[n+]2=O)cc1OC	-5%	13%	-7.6%	2%	16%
32	O=C(COc1ccc(Cl)cc1Cl)NCCC1=CCCCC1	0%	17%	-5.2%	8%	19%
33	Cc1cc(NC(=O)c2noc3c2CCc2ccccc2-3)n(-c2ccccc2)n1	-1%	3%	-6.0%	-8%	7%
34	FC(F)(F)c1cccc(Cn2nnnc2-c2ccc(Cl)cc2)c1	4%	-10%	-7.0%	5%	-4%
35	CCOC(=O)c1ccc(NC(=S)N(CCCN2CCCC2)Cc2ccco2)cc1	-2%	-6%	0.7%	8%	-8%
36	Cn1c(=O)c2[nH]c(N3CCN(c4ccccn4)CC3)nc2n(C)c1=O	-6%	14%	-5.3%	·	9%
37	O=C(NCc1ccco1)Nc1cccs1	-7%	-2%	-4.9%	34%	3%
38	O=C(CN1C(=O)C2CCCCC2C1=O)Nc1nc(-c2ccccn2)cs1 (stereo not given)	-1%	-10%	3.2%	12%	-8%
39	CC(=O)Oc1ccc2c(c1)OC(c1ccccc1)CC21CC(C)(C)NC(=S)N1 (stereo not given)	-7%	3%	-2.2%	5%	5%
40	CC(=O)Nc1ccc(-c2cn3ccsc3n2)cc1	-8%	5%	-2.9%	0%	10%
41	CC(C)C(Sc1nc(-c2ccccc2)cc(-c2ccccc2)c1C#N)C(=O)O (stereo not given)	2%	21%	-14%	·	4%
42	CC(=O)Nc1ccc(S(=O)(=O)Nc2cccn(Cc3ccc(C)cc3)c2=O)cc1	-19%	·	-7.1%	0%	·
43	Cc1ccc(-n2c(SCC(=O)N3CCCc4ccccc43)nnc2-c2cccnc2)c(C)c1	-3%	10%	-14%	8%	24%
44	Cc1cc(C)nc(NNC2=CC(=[N+]3CCCC3)CCC2)n1	8%	10%	-14%	10%	7%
45	CC(CN1CCOCC1)C(=O)c1ccccc1 (stereo not given)	-6%	0%	-0.1%	-1%	10%
46	C=CCSc1ncccc1C(=O)NCc1ccccc1	0%	-1%	-2.1%	14%	5%
47	CCOC(=O)NC(=O)COC(=O)CCCc1nc2ccccc2s1	-5%	10%	-4.0%	18%	8%

cpd	TNAP activators	Yfh1-off respiration	WT yeast gro inh	WT yeast gro inh mutant strain	M1AAP inhibition
31	1.1	i	7	-13	6%
32	1.1	i	66*	36*	-3%
33	1.1	i	3	1	6%
34	0.9	i	8	-20	2%
35	1.1	i	-9	-12	4%
36	1.1	i	-7	0	·
37	1.1	i	11	18	19%
38	1.2	i	-2	7	-14%
39	0.9	·	2	2	-4%
40	1	i	-8	-8	1%
41	1	i	-14	-6	·
42	1.1	i	-17	6	2%
43	1.2	i	-5	-23	5%
44	1.1	i	-2	15	13%
45	1.1	i	-3	-15	0%
46	1	i	-3	2	-4%
47	1	i	9	5	-17%

Screening results: PubChem, several laboratories
